Screening results: PubChem, several laboratories
PP1 counter: PP1-alpha (human) inhibition in PP5 counter-screen; purified PP1alpha, OMFP fluorescence; inhibition, % at 6.7 µM; actives 0.9% (n = 320,000); AID 2235;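 active means inhibition above the mean inhibition of all tested compounds plus 3 SD, computed separately for each screening campaign, cut at about 15% in these data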
TPT1 inhibitor: inhibitors of Candida albicans tRNA 2'-phosphotransferase TPT1. inhibition, % at 5 µM. actives 0.81% (n = 300,000). recombinant caTPT1, FP RNA substrate dephosphorylation;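 active means inhibition above the mean of all tested compounds plus 3 SD, set per screening campaign, cut at about 24% in these data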;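 further: plate controls were DMSO alone for no effect and ferristatin control at 100 nM for full effect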
PREPL inh: inhibitors of human prolyl oligopeptidase-like enzyme PREPL. Q4J6C6. recombinant PREPL, fluorescence polarization activity-based probe. inhibition, % at 5.96 µM. actives 0.68% (n = 320,000); in the data active means inhibition above about 43%;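 further: 0% = enzyme with DMSO and 100% = wells lacking enzyme; many of its hits are not listed in these tables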
Target sequence (Q4J6C6 whole entry, looked up): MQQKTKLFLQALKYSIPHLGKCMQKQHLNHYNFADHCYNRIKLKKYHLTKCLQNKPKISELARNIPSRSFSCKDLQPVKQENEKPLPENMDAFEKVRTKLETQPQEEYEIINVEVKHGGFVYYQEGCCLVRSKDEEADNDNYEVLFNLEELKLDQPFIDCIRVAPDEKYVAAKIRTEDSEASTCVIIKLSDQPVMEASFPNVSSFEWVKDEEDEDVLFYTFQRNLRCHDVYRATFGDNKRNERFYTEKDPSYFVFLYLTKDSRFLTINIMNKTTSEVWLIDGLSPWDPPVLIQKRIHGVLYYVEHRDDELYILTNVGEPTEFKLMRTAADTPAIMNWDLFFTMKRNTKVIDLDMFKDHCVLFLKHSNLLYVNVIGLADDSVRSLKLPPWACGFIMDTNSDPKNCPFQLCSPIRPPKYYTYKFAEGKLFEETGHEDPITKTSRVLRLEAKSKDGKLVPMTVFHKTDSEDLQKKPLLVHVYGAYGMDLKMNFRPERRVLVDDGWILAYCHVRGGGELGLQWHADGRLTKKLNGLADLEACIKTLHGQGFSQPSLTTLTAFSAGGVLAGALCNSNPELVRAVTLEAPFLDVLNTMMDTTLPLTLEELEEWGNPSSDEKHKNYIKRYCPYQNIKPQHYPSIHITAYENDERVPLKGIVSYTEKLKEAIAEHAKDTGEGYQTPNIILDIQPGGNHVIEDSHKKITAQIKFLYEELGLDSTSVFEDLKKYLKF
core dimer inh: blocks dimerization of HCV core protein; actives 0.33% (n = 300,000); AID 1899; inhibition, % at 5 µM; TR-FRET GST/Flag-core106 dimerization, 1536-well;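 active means inhibition above the mean of all tested compounds plus 3 SD, set per screening campaign, cut at about 45% in these data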
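Assay system: Tagged HCV core106 pair (GST and Flag) | Buffer or medium: KF-containing HEPES buffer, pH 7.45, DTT, CHAPS, BSA | Also added: Eu donor and XL665 acceptor anti-tag antibodies | Dosing: One concentration, 5 µM, in 0.5% DMSO | Timing: 4 h at 22.5 °C | Technique: TR-FRET 671 and 617 nm emission | Repeats: Singlicate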
PP5 inh: blocks human protein phosphatase 5 activity. inhibition, % at 6.7 µM. actives 0.18% (n = 320,000). AID 1987. purified PP5c, OMFP substrate fluorescence;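 active means inhibition above the campaign's mean inhibition across all tested compounds plus 3 SD, cut at about 9.5% in these data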;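 further: 0% = DMSO only and 100% = 100 µM cantharidin control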
Fh CTSL1 inh: cathepsin L1 inhibition, PFM18AAP counter-screen; recombinant F. hepatica cathepsin L1, Z-Leu-Arg-MCA fluorescence; inhibition, % at 5.96 µM; actives 0.49% (n = 300,000);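 active means inhibition above the mean of all tested compounds plus 3 SD, set per screening campaign, cut at about 17% in these data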;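 further: 0% = plate median of test compound wells and 100% = 1 µM Z-Phe-Ala-diazomethylketone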
LYPLA2 inh: counter-screen for PME1 inhibitors: inhibitors of human LYPLA2; O95372; recombinant LYPLA2, FP-Rh probe fluorescence polarization; inhibition, % at 5.9 µM; actives 0.38% (n = 320,000); AID 2177;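 active means inhibition above the screen-wide mean plus 3 SD, limit set per campaign, cut at about 26% in these data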;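 further: 0% = LYPLA2 with DMSO and 100% = wells lacking LYPLA2 enzyme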
Target sequence (O95372 whole entry, looked up): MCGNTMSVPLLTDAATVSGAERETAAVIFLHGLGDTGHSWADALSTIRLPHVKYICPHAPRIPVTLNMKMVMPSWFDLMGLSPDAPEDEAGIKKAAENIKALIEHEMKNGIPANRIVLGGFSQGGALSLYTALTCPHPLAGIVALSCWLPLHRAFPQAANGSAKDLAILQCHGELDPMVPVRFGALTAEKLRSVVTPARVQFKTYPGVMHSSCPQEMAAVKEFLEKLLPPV
GASC-1 inh: blocks human GASC-1 demethylase activity. Q9H3R0. GST-JMJD2C(1-420) H3K9me3 demethylation, DELFIA europium. inhibition, % at 2.35 µM. actives 0.069% (n = 330,000). AID 2099;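 active means more than half of a compound's replicate wells show inhibition beyond 50%, single wells judged on their own value; inconclusive means some, but no more than half, of replicates pass 50% inhibition; inactive means no replicate passes 50% inhibition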;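 further: signal counts dimethyl H3K9 product captured on neutravidin plate; 0% = median of DMSO wells and 100% = 0.3 times that DMSO median; strong numbers were not always called active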
Efflux pump inh: blocks antifungal efflux pumps in multiplex yeast assay. S. cerevisiae Candida pump triplex, Nile Red efflux. AID 485275. inhibition, % at 10 µM. actives 0.44% (n = 330,000);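 active means plate passing quality check with inhibition over a set limit, or well fluorescence over plate mean plus 4 SD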;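 further: Nile Red retained in pooled yeast measured as flow cytometry median fluorescence; 0% = buffer negative control and 100% = Enniatin B positive control; higher means more Nile Red kept so more efflux inhibition; some compounds called inactive have numbers as strong as hits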
Numbers without * were called inactive; ? = inconclusive; . = no result given. These rows are one share of the data; rates above refer to the full screens.

Structure	GASC-1 inh	Fh CTSL1 inh	PP1 counter	TPT1 inhibitor	Efflux pump inh	PREPL inh	PP5 inh	core dimer inh	LYPLA2 inh
CC12c3ccccc3C(c3ccccc31)C1C(=O)N(Cc3cccnc3)C(=O)[C@H]12 (stereo not given in full)	-1	-1	3	0	0.0	-2	1.1	3	-2
Brc1cccc(/C=N/Nc2nn[nH]n2)c1	-23	5	-4	-2	0.1	0	1.4	-4	6
Cc1nn(C)c(C)c1CN(C)C(=O)c1nn2c(c1Br)NC(c1cccs1)CC2C(F)(F)F (stereo not given)	11	0	-3	2	-0.1	12	4.3	-5	3
CC1CN(c2ccc([N+](=O)[O-])c(NCCOc3ccccc3)c2)CCN1 (stereo not given)	-9	-2	3	-1	0.0	4	-0.5	-6	13
Cc1ccc(CSc2nnc(SCC(=O)N/N=C/c3c(C)nn(-c4ccccc4)c3C)s2)cc1	4	3	15	-4	0.0	-13	3.8	18	-16
CNC(=O)c1cc(C(=O)c2ccc(C(F)(F)F)cc2F)c[nH]1	-6	2	-1	-8	0.4	2	-1.2	1	-5
Cc1nc(SCC(=O)NCC2CCCO2)c2c3c(sc2n1)CCCC3 (stereo not given)	-1	4	3	-3	0.3	13	0.0	4	5
CCc1nc(Nc2ccc3nccnc3c2)c2oc3ccccc3c2n1	-5	-3	2	5	0.5	2	2.6	-9	-7
O=C(NCC1CCCO1)c1ccc(N2CCCCC2)nc1 (stereo not given)	2	0	0	0	-0.1	-2	0.3	5	-4
COc1ccc(CCNC(=O)COC(=O)/C=C/c2ccc(OC)c(OC)c2)cc1	4	-7	2	-1	-0.3	8	0.8	-7	7
COc1ccc2c(c1)c(CC(=O)OCC(=O)N(C)C)c(C)n2C(=O)c1ccc(Cl)cc1	-1	0	-2	4	0.1	7	6.1	3	-6
CCNC(=S)Nc1cccc(S(=O)(=O)Nc2ccccc2OC)c1	6	2	-2	1	-0.1	17	3.4	-5	1
O=C(NCc1ccco1)C1CCCN1C(=O)Nc1ccccc1[N+](=O)[O-] (stereo not given)	-3	1	1	1	0.1	-3	2.4	3	-1
Cc1ccc(S(=O)(=O)NCC[C@@]2(C)C3CCC2(C)C(=O)C3)cc1 (stereo not given in full)	4	-4	-1	0	0.0	4	0.2	-2	3
CC(C)C[C@@]12C(=O)N(c3ccc(Br)cc3)C(=O)N1[C@H](c1ccc(Br)cc1)[C@@H]1C(=O)N(C(C)(C)C)C(=O)[C@@H]12	12	-2	2	-1	0.0	-9	5.6	14	-10
C=CCn1c(-c2c[nH]c3ccccc23)n[nH]c1=S	-5	0	1	2	0.0	4	1.2	-2	-2
COC(=O)c1ccc(COC(=O)c2nn(C)c(=O)c3ccccc23)cc1	-9	1	14	0	-0.1	-1	-6.4	-8	-2
CCCCN1C(=S)NC[C@@H]1C(C)CC (stereo not given in full)	0	1	-2	1	.	3	0.3	0	0
CCCn1c(-c2cc(OC)c(OC)c(OC)c2)nc2c1c(=O)[nH]c(=O)n2Cc1ccccc1	2	3	-1	1	0.7*	6	-0.8	10	-4
C=CCN1C(=O)C(Cc2ccccc2)S/C1=N/N=C/c1cccs1 (stereo not given)	-7	5	3	-2	0.2	-10	2.3	12	-8
O=C(Nc1cccc([N+](=O)[O-])c1)C1CCN(C(=O)Cc2ccccc2)CC1	5	4	-2	1	0.0	13	0.7	-7	8
CNC(=O)c1nc(C)c(C2(C)CC(c3ccccc3)=NO2)s1 (stereo not given)	1	-7	5	1	0.1	-92	1.5	-2	-8
CCOc1ccc(N(CC(=O)NC2CCC(C)CC2)S(=O)(=O)c2c(C)noc2C)cc1 (stereo not given)	?	0	2	-1	0.1	-9	4.8	-2	4
Cc1ccc2oc(C(=O)N3CCC(N4CCSCC4)CC3)c(C)c2c1	29	0	-3	4	0.1	4	-1.6	3	4
CCN(CC)c1ccc2cc(NC(=O)CCC(=O)O)c(=O)oc2c1	157	2	-3	-28	0.0	2	0.3	-15	3
CCCCSc1nnc(-c2ccc(C)cc2)o1	15	2	-3	0	0.3	14	1.6	5	2
O=C(Cn1c(=O)oc2cccnc21)Nc1ccccc1Oc1ccc(Cl)cc1Cl	12	-4	-5	-5	-0.1	4	-0.1	-1	-5
Cc1ccccc1C(=O)Nc1nc(=S)ss1	-5	3	1	0	-0.2	-3	-1.0	-5	4
O=C(NNS(=O)(=O)c1ccccc1F)c1ccccc1-n1cccc1	-3	0	-2	-1	-0.1	15	-0.1	-12	0
Cc1c(Cl)c(C(F)(F)F)nn1CC(=O)NCc1ccco1	-2	-6	-3	-1	0.0	-2	-0.9	0	-3

Some of the entries so far, with each value named:
CNC(=O)c1nc(C)c(C2(C)CC(c3ccccc3)=NO2)s1 (stereo not given)
  GASC-1 inh: 1
  Fh CTSL1 inh: -7
  PP1 counter: 5
  TPT1 inhibitor: 1
  Efflux pump inh: 0.1
  PREPL inh: -92
  PP5 inh: 1.5
  core dimer inh: -2
  LYPLA2 inh: -8

CCOc1ccc(N(CC(=O)NC2CCC(C)CC2)S(=O)(=O)c2c(C)noc2C)cc1 (stereo not given)
  GASC-1 inh: ?
  Fh CTSL1 inh: 0
  PP1 counter: 2
  TPT1 inhibitor: -1
  Efflux pump inh: 0.1
  PREPL inh: -9
  PP5 inh: 4.8
  core dimer inh: -2
  LYPLA2 inh: 4

Continuation:
Structure	GASC-1 inh	Fh CTSL1 inh	PP1 counter	TPT1 inhibitor	Efflux pump inh	PREPL inh	PP5 inh	core dimer inh	LYPLA2 inh
COc1ccc(-n2c(C)nc3c(cnn3-c3ccc(C)c(C)c3)c2=O)cc1	-5	4	4	-4	-0.1	19	3.3	1	0
COc1cccc(-n2nnc3c(=O)n(CC(=O)NC4CCCC4)cnc32)c1	2	-6	-2	2	0.4	13	6.1	4	-2
CCC[n+]1c(C)sc2c(OC)ccc(OC)c21	9	1	1	2	0.0	-5	-0.8	-3	0
Cc1cccc(C(=O)Nc2ccc(C(=O)N/N=C/c3ccc(C)o3)cc2)c1	-3	14	9	2	0.0	-2	3.5	-6	-6
O=C(NC(NC(=O)c1ccccc1)c1cccc([N+](=O)[O-])c1)c1ccccc1	-12	-10	-2	-1	0.0	-10	0.1	1	9
CN(C(=O)Cn1cc(C(F)(F)F)ccc1=O)c1c(N)n(Cc2ccccc2)c(=O)[nH]c1=O	7	5	-2	-4	-0.1	-5	-0.6	4	0
CCOc1ccc(CCNC(=O)CCN2C(=O)COc3ccccc32)cc1OCC	0	-2	-3	-2	-0.1	3	-2.4	1	1
CC(CNC(=O)C1CCCCC1C(=O)O)c1ccccc1 (stereo not given)	2	-3	-2	-1	-0.1	9	3.6	-4	6
CC(=O)C1=C(C)OC(N)=C(C#N)C1c1cc2cccc(C)c2nc1Cl (stereo not given)	-8	0	-2	-3	0.0	-19	2.3	-1	4
Cc1cccc(NC(=O)CSCC(=O)N2CCN(c3cccc(C(F)(F)F)c3)CC2)c1	4	.	3	.	0.0	3	3.8	.	12
Cc1nn(-c2ccccc2)c(C)c1C(=O)OCC(=O)Nc1ccc2c(c1)OCO2	-1	0	1	-3	0.0	-3	3.3	-1	20
CC1CCCC(C)N1Cc1cn2ccccc2n1 (stereo not given)	-4	-2	-5	8	0.3	7	0.0	0	0
CCN(Cc1ccc2c(c1)OCCO2)C(=O)CSc1nc(C)nc2sc(C)c(C)c12	5	.	-3	.	0.0	14	1.7	.	1
CC(=O)c1ccc2c(ccc3ccccc32)c1	4	1	-3	-5	0.1	-28	1.9	1	5
Cn1c(=O)c(=O)n(C)c2cc(S(=O)(=O)CCC(=O)N3CCOCC3)ccc21	7	1	-2	-1	0.0	1	-2.8	0	-2
S=C1NC[C@H](Cc2ccccc2)N1CCCCC1CCCCC1	1	1	2	-5	0.0	-28	2.5	11	-3
CC(Oc1ccc(F)cc1)C(=O)Nc1cc(S(=O)(=O)N2CCOCC2)ccc1N1CCCCC1 (stereo not given)	3	4	8	-4	0.0	29	1.0	-2	1
O=C(O)c1ccc(OC(F)(F)C(F)C(F)(F)F)cc1 (stereo not given)	-6	0	-2	-1	-0.1	1	-1.0	-2	5
O=S(=O)(NC1CCCCC1)c1ccc(Br)s1	8	1	0	0	-0.1	-9	-0.4	-2	4
Cc1cc(C)cc(NC(=S)NC(=O)Cc2ccccc2)c1	0	-1	-1	1	0.0	-26	3.6	-2	-7
O=C(O)/C=C\C(=O)NC1CCCCC1	-11	3	1	4	0.1	-3	3.0	-6	-4
N#C/C(=C(/O)c1cccs1)c1nnc2n1CCCCC2	39	9	-8	-3	-0.1	-1	1.5	-23	4
CCSc1nc2c(c(=O)[nH]1)C(c1ccccn1)C1=C(CC(C)(C)CC1=O)N2 (stereo not given)	-5	-7	-12	1	0.3	11	-4.2	2	-2
CC(=O)OC[C@H]1O[C@@H](O/N=C/[C@@H](C)[C@H](OCc2ccccc2)C(C)C)[C@H](OC(C)=O)[C@@H](OC(C)=O)[C@@H]1OC(C)=O	0	-7	0	4	0.6	3	0.3	0	-10
Cc1cc2cc(CNC(=O)c3ccc4c(c3)OCO4)ccc2[nH]1	-5	4	7	-30	0.0	22	0.1	14	-10
CCNC(=S)/C(=C(/[O-])c1ccc([N+](=O)[O-])cc1)[n+]1ccccc1	7	-2	-3	-1	-0.1	7	-0.4	8	8
COc1ccc(CCNC(=O)c2cc3c(=O)n4ccccc4nc3n(C3CCCCC3)c2=N)cc1	4	4	1	3	-0.1	42	2.5	8	-6
O=C(O)CCc1ccc(-c2ccc(Br)cc2)n1CC(=O)O	-35	-2	-3	3	0.1	5	1.0	-1	7
COc1ccc(Cc2nnc(SC)[nH]c2=O)cc1	14	0	-2	-1	0.0	-5	1.1	-2	-2
COc1ccc(N2C(=O)CC(Sc3nccc(C)n3)C2=O)cc1 (stereo not given)	5	-4	-3	-9	-0.1	0	-1.0	1	1

Individual results from the results shown.
CN(C(=O)Cn1cc(C(F)(F)F)ccc1=O)c1c(N)n(Cc2ccccc2)c(=O)[nH]c1=O in LYPLA2 inh is entered as 0
CCC[n+]1c(C)sc2c(OC)ccc(OC)c21 in GASC-1 inh is entered as 9
COc1ccc(-n2c(C)nc3c(cnn3-c3ccc(C)c(C)c3)c2=O)cc1 in Fh CTSL1 inh is entered as 4
COc1ccc(CCNC(=O)c2cc3c(=O)n4ccccc4nc3n(C3CCCCC3)c2=N)cc1 in Efflux pump inh is entered as -0.1
Cc1cccc(C(=O)Nc2ccc(C(=O)N/N=C/c3ccc(C)o3)cc2)c1 in LYPLA2 inh is entered as -6
N#C/C(=C(/O)c1cccs1)c1nnc2n1CCCCC2 in GASC-1 inh is entered as 39
